APOBEC3A inh – blocks human APOBEC3A ssDNA deamination; inhibition, % at 20 µM; 330,000 compounds, 0.41% hits; P31941; recombinant A3A, FAM/TAMRA ssDNA deamination fluorescence;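 active = at least 40% inhibition at 20 µM here, with at most 30% in a related deaminase screen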;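 note: plate controls were A3A with DMSO for no effect and wells lacking A3A enzyme for full effect; some results filed as inactive read as strong as hits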
Target sequence (P31941 whole entry, looked up): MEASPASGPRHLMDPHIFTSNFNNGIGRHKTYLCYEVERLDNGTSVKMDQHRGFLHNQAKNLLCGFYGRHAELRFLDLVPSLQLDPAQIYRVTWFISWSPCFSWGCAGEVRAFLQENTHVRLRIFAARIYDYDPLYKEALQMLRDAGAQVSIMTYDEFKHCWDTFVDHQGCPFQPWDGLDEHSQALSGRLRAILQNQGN
mIAP activ – mouse IAP activation | muIAP, CDP-Star luminescence, 30 min; hits give high values; 1 = vehicle-only enzyme signal, 0 = enzyme-free wells | activation factor at 10 µM | AID 2805 | 330,000 compounds, 0.24% hits;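 active = activation factor of at least 2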; note: the source names both 10 and 20 µM as test concentration; values of inactives mirror those of a sister screen read the other way
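System: mouse IAP enzyme. Reagent: CDP-Star chemiluminescent phosphatase substrate. Benchmarks: DMSO wells, no-enzyme wells. Times: 30 min enzyme-substrate-compound incubation at room temperature. Detection: luminescence from enzymatic CDP-Star hydrolysis. Doses: test compounds delivered from DMSO solution.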
hIAP block – human IAP inhibition; P09923; purified IAP, CDP-Star luminescence, 30 min; inhibition, % at 10 µM; 330,000 compounds, 0.12% hits; AID 2544;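 active = inhibition reaching a set limit with compound at 10 µM in the primary screen, cut at about 35% in these data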;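 note: plate controls were DMSO wells with enzyme for no effect and no-enzyme buffer wells for full effect; values of inactives mirror those of a sister screen read the other way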
Target sequence (P09923 whole entry, looked up): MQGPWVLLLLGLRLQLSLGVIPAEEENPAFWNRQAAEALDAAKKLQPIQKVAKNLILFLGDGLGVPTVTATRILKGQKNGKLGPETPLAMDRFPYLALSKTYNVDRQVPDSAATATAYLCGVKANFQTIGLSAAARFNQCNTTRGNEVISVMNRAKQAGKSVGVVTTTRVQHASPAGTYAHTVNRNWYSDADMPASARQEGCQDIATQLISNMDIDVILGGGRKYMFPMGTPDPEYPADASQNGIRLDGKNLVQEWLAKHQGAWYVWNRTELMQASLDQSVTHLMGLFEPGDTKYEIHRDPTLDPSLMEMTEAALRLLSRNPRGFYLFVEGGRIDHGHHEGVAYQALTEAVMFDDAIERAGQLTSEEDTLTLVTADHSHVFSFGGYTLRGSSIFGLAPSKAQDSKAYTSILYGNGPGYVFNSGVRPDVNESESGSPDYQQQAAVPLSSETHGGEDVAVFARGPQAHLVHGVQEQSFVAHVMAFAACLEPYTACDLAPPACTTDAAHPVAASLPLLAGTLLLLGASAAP
mIAP inh – blocks mouse intestinal alkaline phosphatase | purified mouse IAP, CDP-Star luminescence, 30 min | 330,000 compounds, 0.2% hits | inhibition, % at 10 µM;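 active = inhibition of at least 40% at 10 µM in the primary screen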;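 note: plate controls were DMSO with enzyme for no effect and no enzyme wells for full effect; values of inactives mirror those of a sister screen read the other way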
A3G deaminase – APOBEC3G (human) deaminase inhibition; AID 493012; 330,000 compounds, 0.28% hits; inhibition, % at 20 µM; recombinant A3G, ssDNA deamination FAM/TAMRA fluorescence;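 active = inhibition of at least 40% at 20 µM, with no more than 30% in the related APOBEC3A deaminase screen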;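 note: plate controls were DMSO wells with A3G for no effect and wells lacking A3G enzyme for full effect; some compounds called inactive have numbers as strong as hits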
hIAP activ – increases human intestinal alkaline phosphatase activity; AID 2524; activation factor at 10 µM; P09923; 330,000 compounds, 0.16% hits; purified human IAP, CDP-Star luminescence, 30 min; hits give high values; 1 = vehicle-only enzyme, 0 = enzyme-free background;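 active = activation factor of the enzyme at least 2-fold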; note: the source names both 10 and 20 µM as test concentration; values of inactives mirror those of a sister screen read the other way
SENP1 inh – blocks the human SENP1 SUMO protease catalytic domain; inhibition, % at 10 µM; 360,000 compounds, 0.21% hits; recombinant SENP1 catalytic domain, CyPet-SUMO1-YPet FRET cleavage;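 active = inhibition at least 30% at 10 µM, raw YFP signal under a set limit, fluorescence ratio 0.5 to 1.5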;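 note: 0% = enzyme with DMSO and 100% = no enzyme wells; some results filed as inactive read as strong as hits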
Target sequence (Q9P0U3 419-644 limits assumed): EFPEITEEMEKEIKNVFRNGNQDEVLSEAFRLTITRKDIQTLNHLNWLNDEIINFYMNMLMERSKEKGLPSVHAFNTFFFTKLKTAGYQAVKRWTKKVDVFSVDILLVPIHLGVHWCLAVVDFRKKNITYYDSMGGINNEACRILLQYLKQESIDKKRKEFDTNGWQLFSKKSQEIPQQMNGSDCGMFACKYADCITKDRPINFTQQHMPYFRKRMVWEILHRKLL
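Material – human SENP1 catalytic domain · Input – SENP1 enzyme, 20 pM final · Compound dosing – single concentration of 10 µM compound, 0.5% DMSO final · Timing – enzyme reaction for 50 min at room temperature, dark · Measured by – FRET fluorescence in CFP and YFP emission channels · Control set – no-enzyme wells low, DMSO-plus-enzyme wells high control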
NALP3 yeast inh – inhibitors of NALP3 inflammasome in yeast; inhibition, % at 10 µM; 330,000 compounds, 0.39% hits; Yeast reconstituted NLRP3/ASC/caspase-1, beta-gal luminescence, 24 h;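 active = inhibition of 50% or more; inactive = inhibition below 50%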;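 note: plate controls were induced DMSO wells for no effect and uninduced yeast grown without galactose for full effect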
MIN6 prolif – inducers of beta-cell replication in MIN6 cells. AID 2380. 330,000 compounds, 0.29% hits. MIN6 cells proliferation, ATPlite luminescence, 48 h; cells starved in 0.2% serum; 100% = growth in 10% serum. proliferation, % at 10 µM;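 active = compounds whose signal lies at least 3.5 SD above the mean of all wells on their plate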;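 note: 0% = DMSO-treated cells in low-serum medium and 100% = 10% serum control; some compounds called inactive have numbers as strong as hits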
Active calls of the source: *.

Sequence of screens – APOBEC3A inh, mIAP activ, hIAP block, mIAP inh, A3G deaminase, hIAP activ, SENP1 inh, NALP3 yeast inh, MIN6 prolif
O=C(O)C1C(c2ccccc2)C(C(=O)OCc2ccco2)C1c1ccccc1 (stereo not given)
    3, 0.96, -13, 4, -3, 1.1, 1, 3, -2
Cc1ccccc1NC(=O)CSCc1cc(=O)n2ccsc2n1
    -7, 0.86, 18, 14, -7, 0.82, 1, -1, -2
Cc1ccc(C(=O)Nc2cccc(C(F)(F)F)c2)cc1Nc1ccccn1
    3, 0.99, 11, 1, 4, 0.89, -7, 20, -7
Cc1ccc(-c2csc3nnc(SCC(=O)N4CCN(Cc5ccccc5)CC4)n23)cc1
    -1, 0.94, 18, 6, -6, 0.82, -1, 15, 0
CC(C)NC(=O)NC(=O)CSc1ccccc1F
    0, 0.95, 2, 5, -1, 0.98, 0, 26, -1
C=CCS(=O)(=O)c1cccc2cccnc12
    0, 0.97, -14, 3, -1, 1.1, -1, 3, 0
CC1(C(=O)NC2CCCC2)CCC(=O)N1Cc1ccccc1 (stereo not given)
    -1, 0.96, 21, 4, -3, 0.79, -2, -15, -4
O=C(O)CCn1cnc2ccccc2c1=O
    -1, 1.1, -14, -6, -7, 1.1, 2, 1, -4
CCN(CC)S(=O)(=O)c1ccc2oc(C(=O)NC3CCCc4ccccc43)c(C)c2c1 (stereo not given)
    3, 0.99, -18, 1, 6, 1.2, 0, 1, -3
COc1ccc(C(=O)NC(=S)Nc2cccnc2)cc1OC
    -2, 0.94, 16, 6, -3, 0.83, 3, 22, 1

Next structures follow.
Sequence of screens – APOBEC3A inh, mIAP activ, hIAP block, mIAP inh, A3G deaminase, hIAP activ, SENP1 inh, NALP3 yeast inh, MIN6 prolif
O=C(Nc1ccc(NC(=O)c2cccs2)c(Cl)c1)c1ccco1
    -3, 0.94, 11, 6, -6, 0.89, -1, 0, 2
O=C(Nc1ccc(N2CCN(Cc3ccccc3)CC2)cc1)c1ncn[nH]1
    -2, 0.94, 4, 6, -2, 0.96, 0, -1, 1
CCN(C[C@H]1N[C@@](CC)(C(=O)OC)[C@H]2C(=O)N(C)C(=O)[C@@H]12)C(=O)Nc1ccc(C)cc1
    -6, 0.97, 7, 3, -7, 0.93, 2, 4, -1
COc1ccccc1N(CC(O)CN1CCCCC1)S(=O)(=O)c1ccc(C)cc1 (stereo not given)
    0, 1.1, 3, -13, 0, 0.97, 1, 23, 0
Oc1ccc(O)c(Cc2nc3ccccc3s2)c1
    0, 0.93, 12, 7, -5, 0.88, 4, 0, -6
O=C1N=C(N2CCOCC2)S/C1=C/c1cccs1
    71*, 0.92, 17, 8, -1, 0.83, 0, 18, -4
CCCN(CC(=O)Nc1ccc(C(N)=O)cc1)CC(=O)Nc1ccc(F)c(F)c1F
    -3, 1.1, -68, -13, -10, 1.7, -5, 3, -4
O=C(C1CCN(S(=O)(=O)c2cccs2)CC1)N(c1ccccn1)C1CCCCC1
    -4, 1.2, -7, -19, -10, 1.1, 1, -8, -3
Cc1cc(C(=O)OCC(=O)c2ccc(Br)s2)no1
    5, 0.84, 17, 16, 1, 0.83, -1, -3, -2
Clc1nnc(NN=C2CCCC2)c2ccccc12
    -1, 0.86, 4, 14, -5, 0.96, -73, -15, -4

Further structures follow:
Sequence of screens – APOBEC3A inh, mIAP activ, hIAP block, mIAP inh, A3G deaminase, hIAP activ, SENP1 inh, NALP3 yeast inh, MIN6 prolif
CCOc1ccc(C(=O)NCc2ccncc2)cc1OCC
    0, 0.99, -15, 1, -1, 1.1, 1, 2, -1
CS(=O)(=O)N(CC(=O)NCCC1=CCCCC1)C1CCCCC1
    -2, 0.97, 0, 3, -6, 1, 0, 10, 0
CN(c1ccccc1)S(=O)(=O)c1cccc(C(=O)NNC(=O)c2ccncc2)c1
    -2, 0.98, -15, 2, -8, 1.1, -1, 4, 6
CC(C)c1ccc(NC(=O)C(c2ccccc2)N(C)C(=O)c2cnccn2)cc1 (stereo not given)
    3, 1, -13, -3, -13, 1.1, 3, 15, -4
COc1ccc(NC(=O)CN(C)C(=O)c2cc(CN3C(=O)c4ccccc4C3=O)ccc2OC)cc1
    6, 0.99, 9, 1, -5, 0.91, 1, 7, 2
O=C(O)c1ccc2nc(-c3ccccc3)c(-c3ccccc3)nc2c1
    0, 0.95, 9, 5, 2, 0.91, -3, 11, 0
O=C(c1c(F)cccc1F)N1CCCc2ccccc21
    -5, 1, 3, -3, -6, 0.97, 0, 31, -2
Cc1cccc(CSc2ccc3nnc(-c4cccs4)n3n2)c1
    -3, 0.89, -4, 11, -5, 1, -6, -9, -2
Cc1ccc(S(=O)(=O)NCCCCCC(=O)Nc2cccc(C)c2)cc1
    2, 1.1, 5, -12, -3, 0.95, 1, 6, -1
CCOC(=O)c1ccc(NC(=S)N2CCCC(C(=O)OCC)C2)cc1 (stereo not given)
    -1, 0.98, 1, 2, -4, 0.99, 6, 7, -3

(more compounds)
Sequence of screens – APOBEC3A inh, mIAP activ, hIAP block, mIAP inh, A3G deaminase, hIAP activ, SENP1 inh, NALP3 yeast inh, MIN6 prolif
CSc1ccccc1C(=O)Nc1cccc([N+](=O)[O-])c1
    2, 0.98, 6, 2, -3, 0.94, 2, 21, 0
CC(C)NC(=O)CN(Cc1ccccc1)S(=O)(=O)c1ccccc1
    -4, 1.1, 7, -10, -8, 0.93, 2, 3, 0
Cc1ccc(NC(=O)C2=C(C(=O)O)CCCC2)cc1Br
    -2, 0.98, 10, 2, -1, 0.91, 0, 5, 0
Cc1cc(C(=O)CSc2nc3ccccc3[nH]2)c(C)n1C
    0, 0.9, -2, 10, -5, 1, 0, 23, -2
CC(C)(C)c1ccc(OCC(O)CS(=O)(=O)c2ccccn2)cc1 (stereo not given)
    1, 0.99, 11, 0, -3, 0.89, 0, 9, -2
COc1ccc(NC(=O)Nc2cc(F)ccc2C)cc1
    3, 1.4, 7, -36, -2, 0.93, 1, 15, -1
COc1ccc(S(=O)(=O)Nc2ccc3c(c2)CCC3)cc1
    3, 0.96, 0, 4, 1, 1, 2, 23, 1
O=C1C=C(NCc2ccco2)C2(CCCCC2)O1
    -3, 0.99, -9, 1, -8, 1.1, -2, 18, -1
CC(C)(C)[C@H]1C=C(C(=O)Nc2ccccc2)O[C@@H](OCCCCO)C1
    1, 1.1, 3, -12, -3, 0.97, 1, 4, 2
O=C(C(NS(=O)(=O)c1cccs1)c1ccccc1)N1CCN(c2ccccc2F)CC1 (stereo not given)
    3, 1.1, 10, -7, 2, 0.9, -2, 16, -2

Three compounds out of the list above, ordered by their value in mIAP activ, highest first:
molecule | APOBEC3A inh | mIAP activ | hIAP block | mIAP inh | A3G deaminase | hIAP activ | SENP1 inh | NALP3 yeast inh
COc1ccc(NC(=O)Nc2cc(F)ccc2C)cc1 | 3 | 1.4 | 7 | -36 | -2 | 0.93 | 1 | 15
CC(C)(C)[C@H]1C=C(C(=O)Nc2ccccc2)O[C@@H](OCCCCO)C1 | 1 | 1.1 | 3 | -12 | -3 | 0.97 | 1 | 4
CC(C)(C)c1ccc(OCC(O)CS(=O)(=O)c2ccccn2)cc1 (stereo not given) | 1 | 0.99 | 11 | 0 | -3 | 0.89 | 0 | 9

Next entries:
Sequence of screens – APOBEC3A inh, mIAP activ, hIAP block, mIAP inh, A3G deaminase, hIAP activ, SENP1 inh, NALP3 yeast inh, MIN6 prolif
O=C(Nc1ncn[nH]1)c1ccc(Cl)c(S(=O)(=O)Nc2ccc(Cl)cc2)c1
    1, 0.9, -54, 10, -2, 1.5, 3, 7, -4
Nn1c(-c2ccccc2)nc2ccccc2c1=O
    -1, 0.85, -13, 15, -4, 1.1, -3, -9, 0
NC(=O)COc1ccc(C(=O)/C=C2/C(=O)Nc3ccccc32)cc1
    4, 0.91, 5, 9, -3, 0.95, 1, 18, -4
Cc1[nH]c(=O)[nH]c(=O)c1CSc1nnc(CCCCCNC(=O)OC(C)(C)C)o1
    -3, 0.98, 12, 2, -8, 0.88, 3, 19, -2
Nc1ncc(Br)cc1S(=O)(=O)NC1CCCCC1
    -2, 0.98, 8, 2, -2, 0.92, 3, 0, 1
Cc1cccc(C(=O)OCC(=O)NCCCc2ccccc2)c1
    -3, 0.98, -4, 2, -6, 1, 3, 30, 3
CCOC(=O)n1c(=O)n(Cc2ccccc2)c2ccccc21
    -1, 1.1, -26, -6, -2, 1.3, 2, 16, -1
O=C(Nc1ccc(F)cc1)C1CCN(c2ncnc3c2nc2n3CCCCC2)CC1
    1, 1.1, 31, -7, 5, 0.69, -2, 6, -2
COc1ccccc1OCCCCNC(C)(C)C
    -3, 1.1, -11, -8, -8, 1.1, 0, 12, -1
CCN1CCN(C(=O)CCS(=O)(=O)c2cc3c(cc2Cl)NC(=O)CO3)CC1
    -4, 0.91, -2, 9, -12, 1, 2, 13, -4

Records above marked active in APOBEC3A inh.
| molecule | APOBEC3A inh | mIAP activ | hIAP block | mIAP inh | A3G deaminase | hIAP activ | SENP1 inh | NALP3 yeast inh |
| --- | --- | --- | --- | --- | --- | --- | --- | --- |
| O=C1N=C(N2CCOCC2)S/C1=C/c1cccs1 | 71* | 0.92 | 17 | 8 | -1 | 0.83 | 0 | 18 |

Further compounds follow.
Sequence of screens – APOBEC3A inh, mIAP activ, hIAP block, mIAP inh, A3G deaminase, hIAP activ, SENP1 inh, NALP3 yeast inh, MIN6 prolif
COc1cccc(/C=C2\SC(=S)N(NC(=O)c3ccncc3)C2=O)c1
    0, 0.92, -7, 8, -8, 1.1, 4, 1, 1
CC/C(=C/c1sc2ccccc2[n+]1CC)SC
    -8, 0.95, 12, 5, -10, 0.88, -6, 22, -2
CCCCCCOC(=O)c1ccc(N)cc1
    1, 0.93, 10, 7, -5, 0.9, -2, 31, 0
COc1ccc(N2CCC(CNC(=S)Nc3c(C)cc(C)cc3C)C2)cc1 (stereo not given)
    5, 0.96, 4, 4, 3, 0.95, -5, 12, -6
O=C(CCc1nc2ccccc2[nH]1)N1CCc2ccccc2C1
    0, 1.1, -6, -7, -5, 1.1, 1, 4, 2
COC(=O)CCC(=O)COc1ccccc1C#N
    5, 1.2, -2, -18, 5, 1, 0, 19, 2
CCOc1ccc(-c2cc(N)n(S(=O)(=O)c3ccc(OC)cc3)n2)cc1
    -1, 1.1, -4, -11, -5, 1, 3, 25, -2
COc1cc2c(cc1NS(=O)(=O)N1CCCC1)oc1ccccc12
    5, 0.89, 26, 11, 2, 0.74, 3, -34, -1
CCCNC(=O)C1CCN(S(=O)(=O)c2cccc3nonc23)CC1
    -4, 0.93, 2, 7, -9, 0.98, 2, -2, -1
Cc1cc(C)c2cc(CN(CCN3CCCC3)C(=O)Nc3ccc(F)cc3)c(=O)[nH]c2c1
    10, 1.1, -1, -8, 1, 1, -12, 19, -6

An excerpt; the hit share may differ from the screen's.
